HTR5A ag – HTR5A agonism, opioid heterodimer counter-screen. P47898. HTR5A agonist assay, luminescence, cell-based. activation, % at 9.3 µM. actives 0.61% (n = 340,000). AID 504692; in the data active = activation mostly above about 9.5%, no sharp cut-off; inactive = mostly below about 7.6%;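 note: 0% = cells with vehicle only and 100% = reference agonist; strong numbers were not always called active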
Wnt act – activators of Wnt/beta-catenin signaling | Wnt/beta-catenin reporter cell assay, activator, plate reader | activation, % at 9.35 µM | actives 1.2% (n = 300,000) | AID 743398; in the data active = activation above about 30%, passing the limit was not always enough;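 note: 0% = neutral control wells and 100% = positive control wells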
dFosB act – mouse delta FosB homodimer activation | purified delta FosB, TAMRA-CDK5 oligo fluorescence polarization; percent of positive-control signal above neutral wells | activation, % at 25 µM | actives 0.99% (n = 340,000);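 active = mean activation above about 17%, with every replicate also reaching it, limit read from the data, passing the limit was not always enough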;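 note: fluorescence polarization rise as delta FosB binds a TAMRA Cdk5 AP-1 oligo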
MITF TRPM1 HTS – increases MITF-driven TRPM1 promoter luciferase signal; SK-MEL-5 TRPM1-promoter luciferase, 24 h; % of positive control, neutral wells = 0; activation, % at 12.5 µM; actives 0.75% (n = 300,000);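 active = mean activation of at least 80% with every replicate also reaching 80%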;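 note: 0% = neutral control wells and 100% = parthenolide positive control wells; values of inactives mirror those of a sister screen read the other way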
PvdQ acylase – blocks Pseudomonas aeruginosa PvdQ acylase activity; inhibition, % at 10 µM; purified PvdQ acylase, fluorescence plate reader; actives 0.063% (n = 340,000); in the data active = inhibition above about 30%, passing the limit was not always enough;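 note: 0% = vehicle neutral wells and 100% = reference inhibitor wells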
SR-BI HDL uptake – mouse SR-BI HDL lipid transfer inhibition; AID 488896; actives 0.96% (n = 320,000); inhibition, % at 12.5 µM; ldlA[mSR-BI] CHO cells, DiI-HDL uptake fluorescence, 3 h;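 active = mean replicate inhibition of at least 70% and a set share of replicates each scoring 70 or more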;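 note: 0% = median of neutral control wells and 100% = median of positive control wells; values of inactives mirror those of a sister screen read the other way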
NSD2 HMT inh – NSD2 (human) methyltransferase inhibition; AID 743445; inhibition, % at 12.5 µM; O96028; NSD2 peptide methylation, AlphaScreen, 120 min; actives 0.54% (n = 310,000); in the data active = inhibition above about 50%
V-ATPase pHluor – yeast V-ATPase proton transport regulation by pHLuorin. actives 0.37% (n = 350,000). response, % at 10 µM. S. cerevisiae, pHLuorin cytosolic pH fluorescence; in the data active = response mostly above about 7.3%, no sharp cut-off; inactive = mostly below about 5.4%; note: actives read high; inactives centre near 0; some compounds called inactive have numbers as strong as hits; reference of the scale not given here
CDK5 inh – blocks human CDK5/p35 kinase activity | Q00535+Q15078 | Recombinant CDK5/p35, ADP-Glo luminescence, 60 min | inhibition, % at 10 µM | actives 0.01% (n = 330,000) | AID 488839;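 active = highest replicate inhibition of at least 50% and at least 75% of replicates reaching 50%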;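 note: plate controls were DMSO neutral control for no effect and GW8510 at 10 µM for full effect; many of its hits are not listed in these tables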
HTR5A inv ctr – counter-screen for OPRM1-OPRD1 inverse agonists: human HTR5A inverse agonism | AID 504634 | actives 0.083% (n = 340,000) | P47898 | HTR5A cell line, luminescence | inhibition, % at 9.3 µM; in the data active = inhibition mostly above about 23%, no sharp cut-off; inactive = mostly below about 18%;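 note: 0% = cells with DMSO and 100% = no-cell wells with DMSO; some compounds called inactive have numbers as strong as hits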
Numbers without * were called inactive; · = not tested or not shown.

1: CN(C)c1cccc(C(=O)NNC(=S)NC2CC3CCC2C3)c1 (stereo not given)
2: CC1CCN(CCCNC(=O)c2ccc(CSCc3cccc(Cl)c3)o2)CC1
3: CC(C)c1ccc(NC2CCCN(C(=O)c3cnn(C(C)C)c3)C2)cc1 (stereo not given)
4: CCSc1cc(N2CCCC2)nc(-c2ccccc2Cl)n1
5: CCn1nc(C(=O)NCCc2ccc(S(N)(=O)=O)cc2)c2ccccc2c1=O
6: Nc1cc(N)nc(SCC(=O)c2ccccc2)n1
Compound | 1 | 2 | 3 | 4 | 5 | 6
HTR5A ag | 0 | 3 | 1 | 12 | 1 | 2
Wnt act | 2 | · | -1 | -1 | · | -4
dFosB act | 8 | -9 | 2 | 7 | -4 | -5
MITF TRPM1 HTS | 32 | -3 | 4 | -7 | · | 27
PvdQ acylase | -7 | -3 | -1 | 0 | 5 | 2
SR-BI HDL uptake | 2 | -9 | -20 | -13 | 10 | 16
NSD2 HMT inh | 4 | 12 | 0 | -4 | 2 | 1
V-ATPase pHluor | -2 | -3 | 6 | 0 | -1 | 1
CDK5 inh | -0.1 | -0.2 | 0.2 | -0.9 | -0.5 | 0.8
HTR5A inv ctr | 1 | 7 | -4 | 6 | 2 | -4

7: CCOC(=O)C(=Cc1c[nH]c2ccc(S(=O)(=O)N(C)C)cc12)C(=O)OCC
8: CCN(Cc1ccccc1)C(=O)COC(=O)Cn1cnc2ccccc21
9: C/C(=N/NC(=O)Nc1ccccc1)c1ccc(C)cc1
10: NS(=O)(=O)c1ccc(OC(=O)CNC(=O)OCc2ccccc2)cc1
11: COC(=O)CC(NC(=O)C1CC1)c1ccc2c(c1)OCO2 (stereo not given)
12: COc1ccc(C(=O)N/C(=C\c2ccco2)C(=O)NCc2ccco2)cc1
Compound | 7 | 8 | 9 | 10 | 11 | 12
HTR5A ag | 7 | 5 | 9 | 4 | 3 | 4
Wnt act | 13 | -1 | 2 | 3 | -1 | 2
dFosB act | -6 | -5 | -5 | 1 | -8 | -6
MITF TRPM1 HTS | -6 | -4 | 2 | -1 | -11 | -4
PvdQ acylase | 3 | -5 | -1 | -19 | -5 | -2
SR-BI HDL uptake | -13 | -18 | 4 | -3 | -22 | 6
NSD2 HMT inh | 17 | 0 | 9 | 0 | -9 | 13
V-ATPase pHluor | 3 | -2 | 0 | 2 | 1 | 1
CDK5 inh | -2.1 | 0.9 | -2.2 | 1.4 | -4.9 | 1.0
HTR5A inv ctr | 2 | -12 | -4 | -10 | -9 | 10

3 compounds out of the list, arranged by formula weight, low to high.
9: C/C(=N/NC(=O)Nc1ccccc1)c1ccc(C)cc1
8: CCN(Cc1ccccc1)C(=O)COC(=O)Cn1cnc2ccccc21
10: NS(=O)(=O)c1ccc(OC(=O)CNC(=O)OCc2ccccc2)cc1
Compound | 9 | 8 | 10
HTR5A ag | 9 | 5 | 4
Wnt act | 2 | -1 | 3
dFosB act | -5 | -5 | 1
MITF TRPM1 HTS | 2 | -4 | -1
PvdQ acylase | -1 | -5 | -19
SR-BI HDL uptake | 4 | -18 | -3
NSD2 HMT inh | 9 | 0 | 0
V-ATPase pHluor | 0 | -2 | 2
CDK5 inh | -2.2 | 0.9 | 1.4
HTR5A inv ctr | -4 | -12 | -10

An excerpt from above in order of the MITF TRPM1 HTS value, highest first:
nr	structure	MITF TRPM1 HTS
9	C/C(=N/NC(=O)Nc1ccccc1)c1ccc(C)cc1	2
10	NS(=O)(=O)c1ccc(OC(=O)CNC(=O)OCc2ccccc2)cc1	-1
8	CCN(Cc1ccccc1)C(=O)COC(=O)Cn1cnc2ccccc21	-4
7	CCOC(=O)C(=Cc1c[nH]c2ccc(S(=O)(=O)N(C)C)cc12)C(=O)OCC	-6
11	COC(=O)CC(NC(=O)C1CC1)c1ccc2c(c1)OCO2 (stereo not given)	-11

Copied from the list:
In HTR5A ag, COc1ccc(C(=O)N/C(=C\c2ccco2)C(=O)NCc2ccco2)cc1 has 4
In V-ATPase pHluor, NS(=O)(=O)c1ccc(OC(=O)CNC(=O)OCc2ccccc2)cc1 has 2
In dFosB act, C/C(=N/NC(=O)Nc1ccccc1)c1ccc(C)cc1 has -5
In NSD2 HMT inh, CCN(Cc1ccccc1)C(=O)COC(=O)Cn1cnc2ccccc21 has 0

(cont.)
13: CN(C)/C=N/c1cc(=O)n(Cc2ccccc2)c(=O)n1C
14: COc1ccccc1OCCNC(=O)CCC(=O)N1CCOCC1
15: CCNc1nc(NCC)nc(N(C#N)C(C)C)n1
16: N=C(N)SCc1cn(-c2ccccc2)nc1-c1ccc(Br)cc1
17: CC(C)CNC(=O)c1ccccc1NC(=O)CCSc1ccccc1
18: CC(C)(C)N1C(=O)[C@H]2[C@@H](c3ccc(Br)cc3)N3C(=O)N(c4ccccc4)C(=O)[C@@]3(Cc3ccccc3)[C@H]2C1=O
Compound | 13 | 14 | 15 | 16 | 17 | 18
HTR5A ag | -3 | 3 | 5 | 8 | 6 | 3
Wnt act | -3 | -1 | 7 | -6 | -6 | -3
dFosB act | -5 | -1 | -1 | -118 | -9 | 10
MITF TRPM1 HTS | 4 | -10 | 3 | -54 | 6 | 2
PvdQ acylase | 10 | -18 | -6 | -25 | -11 | -11
SR-BI HDL uptake | -1 | -24 | 1 | 24 | 0 | -14
NSD2 HMT inh | · | -1 | -13 | 0 | -2 | ·
V-ATPase pHluor | -2 | -2 | -3 | -5 | -3 | 3
CDK5 inh | -0.4 | -1.4 | 0.1 | -2.1 | 3.5 | -0.1
HTR5A inv ctr | -26 | -7 | -14 | -18 | -14 | 0

19: CCN(C(=O)COC(=O)c1oc2ccc(OC)cc2c1C)C1CCS(=O)(=O)C1 (stereo not given)
20: O=C(Nc1ccc(Oc2cccnc2)cc1)C1CCN(Cc2ccccc2F)CC1
21: CCCn1c2ccccc2c2nnc(SCCN3CCOCC3)nc21
22: CCOc1cc(-c2noc(N)c2C(=O)OC)cc(OCC)c1OCC
23: O=C1NC(=O)/C(=C\c2ccc(Sc3ccc(Cl)cc3)o2)N1
24: COc1ccc(OC)c(CCNC(=O)C(C)n2nc(C)c3c(C)n(-c4ccc(C)cc4)nc3c2=O)c1 (stereo not given)
25: COc1ccc(/C=C/c2c(-c3ccccc3OC)sc3ccccc23)cc1OC
Compound | 19 | 20 | 21 | 22 | 23 | 24 | 25
HTR5A ag | 2 | 0 | 0 | 1 | -1 | 1 | -6
Wnt act | -3 | 0 | 0 | · | · | -7 | -6
dFosB act | -7 | -11 | -17 | -15 | 3 | -9 | 4
MITF TRPM1 HTS | 7 | -8 | -10 | -3 | -5 | -17 | -4
PvdQ acylase | -11 | -11 | -7 | -12 | -9 | 5 | -5
SR-BI HDL uptake | 60 | 4 | -1 | 7 | -1 | 20 | 46
NSD2 HMT inh | 1 | 1 | -2 | -3 | 0 | 2 | ·
V-ATPase pHluor | 4 | 0 | -4 | -1 | 3 | -1 | 5
CDK5 inh | 1.3 | -0.5 | 1.2 | -1.7 | -2.1 | 1.4 | -0.9
HTR5A inv ctr | 6 | 9 | 1 | 7 | 1 | -2 | 16
